Screening data as filed in PubChem.
UHRF1 MBD2 ctr = UHRF1 methylated DNA binding inhibitors, primary screen, counter-screen for MBD2 inhibitor project, biochemical, TR-FRET, human UHRF1, single concentration; E3 ubiquitin-protein ligase UHRF1 (Homo sapiens), Q96T88; AID 687016, 2013; inhibition, % at 4.4 µM; UHRF1 binding to methylated oligo; hit rate 0.75% among 370,000; in the data active means inhibition above about 21%;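 further: UHRF1 SRA domain binding a hemimethylated CpG hairpin DNA probe; 0% = median of test compound wells and 100% = reference inhibitor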
MBD2 DNA inh = inhibitors of MBD2 binding to methylated DNA, primary screen, biochemical, TR-FRET, DNA-binding domain, human | MBD2 binding to methylated oligonucleotide | inhibition, % at 4.4 µM | hit rate 0.31% among 370,000 | Methyl-CpG-binding domain protein 2 (Homo sapiens), Q9UBB5 | AID 686964, 2013; in the data active means inhibition above about 13%
SIAE inh = human SIAE inhibitors, primary screen, biochemical, fluorescence polarization, FP-Rh probe, 1536-well HTS; Sialate O-acetylesterase (Homo sapiens), Q9HAT2; SIAE FP-Rh probe binding; inhibition, % at 9.66 µM; hit rate 0.69% among 370,000; AID 1053197, 2014;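 active means inhibition above a cutoff: mean of compounds within the control limits plus 3 SD of those, cut at about 17% in these data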;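 further: 0% = plate median of compound wells and 100% = probe without SIAE protein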
NPR2 activator = human GC-B receptor activators, primary screen, HEK293 GC-B cells, cGMP TR-FRET, EC30 CNP. Atrial natriuretic peptide receptor 2 (Homo sapiens), P20594. 0% at EC30 CNP, 100% saturating CNP. hit rate 0.11% among 370,000. activation, % at 10 µM;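 active means activation at 10 µM reaching about 35% in either raw or pattern-adjusted values, limit read from the data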
TCR-CD3 inh = inhibitors of human TCR-CD3 interaction, primary screen, biochemical, fluorescence, TAMRA-labeled TCR probe; inhibition, % at 9.4 µM; hit rate 0.37% among 360,000; AID 651800, 2012; in the data active means inhibition above about 19%;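 further: recombinant mutant TCR 2C K166C tagged with TAMRA read by polarization; 0% = receptor in buffer alone and 100% = receptor with positive control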
rCAG RNA binder = binders of r(CAG) RNA repeats, primary screen, biochemical, fluorescence | hit rate 1.3% among 370,000 | r(CAG) RNA repeat, TO-PRO-1 dye displacement fluorescence | inhibition, % at 3 µM;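 active means inhibition above the plate cutoff, the mean of all test compounds on that plate plus 3 SD, cut at about 35% in these data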;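 further: 0% = DMSO alone and 100% = 100 µM mitoxantrone as full dye displacement; higher means more dye released from RNA so lower well fluorescence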
HTRA1 inhibitor = HTRA1 serine protease inhibitors, primary screen, biochemical, fluorescence polarization, HTS. Q92743. recombinant HTRA1, FP-rhodamine activity-based probe. inhibition, % at 5.96 µM. hit rate 0.5% among 340,000. AID 504803, 2011; in the data active means inhibition above about 36%;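 further: 0% = enzyme with DMSO and 100% = wells lacking enzyme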
GC-A act = GC-A stimulated cGMP production enhancers – HEK293 GC-A cells, cGMP TR-FRET, EC30 ANP, primary screen | 0% at EC30 ANP, 100% saturating ANP | activation, % at 10 µM | hit rate 0.14% among 370,000 | AID 1671463, 2021; in the data active means activation above about 40%
Target sequence (P16066 whole entry, looked up): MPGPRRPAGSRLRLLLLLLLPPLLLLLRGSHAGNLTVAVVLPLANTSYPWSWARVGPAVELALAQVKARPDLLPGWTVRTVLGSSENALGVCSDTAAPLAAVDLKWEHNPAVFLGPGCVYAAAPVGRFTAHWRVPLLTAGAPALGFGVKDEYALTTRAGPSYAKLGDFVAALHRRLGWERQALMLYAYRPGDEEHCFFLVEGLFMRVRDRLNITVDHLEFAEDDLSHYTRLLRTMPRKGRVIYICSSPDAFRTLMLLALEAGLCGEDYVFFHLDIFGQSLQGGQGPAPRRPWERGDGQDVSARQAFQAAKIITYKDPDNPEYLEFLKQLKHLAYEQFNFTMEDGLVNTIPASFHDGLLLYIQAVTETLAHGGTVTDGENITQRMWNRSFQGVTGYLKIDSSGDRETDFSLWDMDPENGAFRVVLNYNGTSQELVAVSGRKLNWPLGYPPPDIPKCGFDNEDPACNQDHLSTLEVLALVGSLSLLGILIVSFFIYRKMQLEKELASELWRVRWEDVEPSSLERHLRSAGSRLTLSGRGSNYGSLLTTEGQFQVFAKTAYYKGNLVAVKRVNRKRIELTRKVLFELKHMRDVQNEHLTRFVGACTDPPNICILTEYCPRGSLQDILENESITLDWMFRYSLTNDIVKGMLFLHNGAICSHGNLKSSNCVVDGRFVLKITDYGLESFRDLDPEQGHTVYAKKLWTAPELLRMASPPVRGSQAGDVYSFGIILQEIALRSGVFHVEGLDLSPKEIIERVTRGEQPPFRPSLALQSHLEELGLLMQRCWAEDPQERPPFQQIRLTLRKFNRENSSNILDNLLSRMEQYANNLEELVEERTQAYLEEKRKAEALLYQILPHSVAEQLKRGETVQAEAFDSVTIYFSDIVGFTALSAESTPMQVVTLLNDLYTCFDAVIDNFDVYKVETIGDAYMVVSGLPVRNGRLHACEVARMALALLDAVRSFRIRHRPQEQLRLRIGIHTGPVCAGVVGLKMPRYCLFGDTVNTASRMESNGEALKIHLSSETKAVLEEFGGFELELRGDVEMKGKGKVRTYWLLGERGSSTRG
ABHD4 inh = ABHD4 inhibitors, primary screen, biochemical, fluorescence polarization, mouse | inhibition, % at 8.92 µM | hit rate 0.54% among 370,000 | (Lyso)-N-acylphosphatidylethanolamine lipase (Mus musculus), Q8VD66 | purified mABHD4, FP-Rh probe fluorescence polarization;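 active means inhibition exceeding the mean over every tested compound plus 3 SD, cut at about 30% in these data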;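 further: 0% = plate median of compound wells and 100% = S159A mutant with DMSO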
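Doses – 8.92 µM, single dose · Material – wild-type mouse ABHD4 protein · Replication – single well per compound (singlicate) · Measure – percent inhibition of probe binding, normalized to plate controls · Schedule – 45 min compound pre-incubation plus 60 min probe step, 25 °C · Detection – fluorescence polarization with parallel and perpendicular emission, 525/598 nm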
PRMT1 FP inh = PRMT1 methyltransferase inhibitors, primary screen, biochemical, fluorescence polarization. AID 652257, 2013. Protein arginine N-methyltransferase 1 (Homo sapiens), Q99873. recombinant PRMT1, activity-based probe fluorescence polarization. inhibition, % at 2.79 µM. hit rate 1.3% among 370,000;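 active means inhibition above about 21% made by adding two undisclosed values, limit read from the data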
Active calls of the source: *; / = not tested or not shown.

Every second line gives: GC-A act | UHRF1 MBD2 ctr | NPR2 activator | SIAE inh | PRMT1 FP inh | HTRA1 inhibitor | ABHD4 inh | TCR-CD3 inh | rCAG RNA binder | MBD2 DNA inh
COc1ccc(OC)c(NC(=O)C2CCN(C(=O)C3CC(=O)N(c4ccc(C)cc4)C3)CC2)c1 (stereo not given)
    -1 | -2 | -4 | -1 | 3 | 7 | 5 | 3 | -3 | -1
Cc1ccc(NC(=O)COc2ccccc2C#N)cc1S(=O)(=O)N1CCCCCC1
    0 | -1 | 0 | -28 | -4 | -61 | -19 | -2 | 4 | -2
O=C(CCCN1C(=O)/C(=C/c2ccc3c(c2)OCO3)SC1=S)Nc1ccc(C(=O)O)cc1
    6 | 0 | 5 | -4 | -2 | -3 | -16 | 7 | 29 | 0
COc1ccc(/C=N/NC(=O)c2cccc(NC(=O)c3ccccc3)c2)c(C(=O)O)c1OC
    -1 | -1 | -2 | -10 | 1 | -23 | -6 | 0 | 3 | -2
Cc1cccn2c(CNCC3(c4ccccc4)CCCC3)c(C(=O)N3CCOCC3)nc12
    -6 | 6 | -1 | 2 | -3 | -2 | -10 | -9 | -6 | -2
CCOc1ccccc1N1C(=O)CC(Sc2ccccc2N)C1=O (stereo not given)
    0 | 1 | -1 | -10 | 4 | -5 | 8 | 1 | 3 | 5
C=CCNC(=O)C(=O)c1cccn1-c1ccsc1C(=O)OC
    -1 | -1 | -1 | 10 | 0 | -3 | 2 | -1 | -1 | -1
O=C1CCN(Cc2ccco2)C(=S)N1
    3 | -1 | -3 | 1 | -2 | 5 | 4 | 3 | 4 | -1
CCc1noc(C)c1C(=O)N1CCCC(Nc2cccc(F)c2)C1 (stereo not given)
    3 | 1 | 1 | -5 | 0 | 0 | 2 | 3 | 1 | -2
CCc1ccc(CNC(=O)c2ccc3nc(C4CCCCC4)oc3c2)nc1
    1 | 1 | -2 | -4 | 2 | -15 | 8 | -8 | -7 | 3
NC(CO)c1csc(NC(=O)Nc2ccccc2Cc2ccccc2)n1 (stereo not given)
    2 | 6 | 0 | -2 | 9 | / | 4 | 3 | 10 | 3
CCOc1ccc(NC(=O)CNC(=O)Cc2ccccc2)cc1
    -1 | 0 | 2 | -6 | -1 | 3 | 5 | -1 | -3 | -2
Cc1ccc(S(=O)(=O)N2CCN(c3ncnc4scc(-c5ccccc5)c34)CC2)cc1
    -2 | 0 | 1 | -2 | 2 | -9 | -4 | -1 | 2 | 2
CC(=O)OCc1c(C(F)(F)F)nn(C)c1Oc1cccc(C(F)(F)F)c1
    3 | 13 | 4 | -3 | 2 | 0 | -3 | 3 | -3 | 2
O=S(=O)([N-]c1nc2ccccc2nc1-n1cc[n+](Cc2ccccc2)c1)c1ccccc1
    -2 | -2 | -5 | 3 | 1 | 9 | 4 | 11 | -4 | -3

Three compounds out of the list, ordered by formula weight, low to high:
Every second line gives: GC-A act | UHRF1 MBD2 ctr | NPR2 activator | SIAE inh | PRMT1 FP inh | HTRA1 inhibitor | ABHD4 inh | TCR-CD3 inh | rCAG RNA binder | MBD2 DNA inh
CCOc1ccc(NC(=O)CNC(=O)Cc2ccccc2)cc1
    -1 | 0 | 2 | -6 | -1 | 3 | 5 | -1 | -3 | -2
C=CCNC(=O)C(=O)c1cccn1-c1ccsc1C(=O)OC
    -1 | -1 | -1 | 10 | 0 | -3 | 2 | -1 | -1 | -1
CCc1ccc(CNC(=O)c2ccc3nc(C4CCCCC4)oc3c2)nc1
    1 | 1 | -2 | -4 | 2 | -15 | 8 | -8 | -7 | 3

Next part:
Every second line gives: GC-A act | UHRF1 MBD2 ctr | NPR2 activator | SIAE inh | PRMT1 FP inh | HTRA1 inhibitor | ABHD4 inh | TCR-CD3 inh | rCAG RNA binder | MBD2 DNA inh
Cc1ccc(NC(=O)c2ccc([N+](=O)[O-])o2)cc1C
    -3 | 1 | -1 | 0 | 0 | -9 | -1 | -1 | 3 | -6
CCc1nc2sc3ccccc3c(=O)c2c(=O)n1Cc1ccco1
    11 | 6 | -2 | -5 | 21* | 8 | -13 | 7 | 18 | -1
O=c1c(Cl)c(Cl)cnn1-c1ccccc1
    7 | 5 | 2 | 0 | 6 | -4 | -5 | -1 | -2 | -1
COc1ccccc1-n1cnnc1SCC(=O)Nc1cccc(S(N)(=O)=O)c1
    -2 | 0 | -2 | -1 | 1 | 3 | -1 | 9 | 2 | -1
Cc1cc(Nc2ccccc2)c2c([N+](=O)[O-])ccc(C)c2n1
    6 | -1 | 5 | 4 | 1 | 4 | 5 | -2 | 1 | 2
Nc1ncnc2c1ncn2C1CCC(CO)C(O)C1 (stereo not given)
    0 | 1 | -5 | 1 | -2 | 1 | -2 | -1 | -3 | 5
O=C(N1CCN(c2cccc(Cl)c2)CC1)C1(S(=O)(=O)c2ccc(Cl)cc2)CC1
    -5 | -3 | -4 | 4 | -4 | -7 | -7 | 2 | -7 | 5
COc1ccc(NC(=S)N2c3ccccc3CC2C)cc1OC (stereo not given)
    3 | 0 | 4 | 6 | 6 | 8 | 9 | -8 | 2 | 0
CCOC(=O)[C@]12CCCC3=C1N(CCC3)C(=O)[C@@H](CC(=O)NCCC(C)C)C2
    1 | 0 | 3 | -3 | -4 | / | 4 | / | -3 | 1
CCCOC1CCCN(C(=O)c2ccc(OC3CCN(C(=O)COC)CC3)cc2)C1 (stereo not given)
    1 | 2 | 0 | 3 | 5 | -2 | 5 | -4 | -11 | 2
COc1cc(C=C(C#N)C(=O)c2ccccc2)cc(OC)c1OC
    17 | 1 | -5 | 4 | 2 | / | -28 | -14 | 9 | -2
COc1ccccc1N(CC(=O)NCc1ccccc1)C(=O)CCC(=O)Nc1ccccn1
    -3 | 0 | -9 | 1 | -1 | -3 | -3 | 1 | -3 | 2
Cc1ccc(C(=O)Nc2ncnc3sc4c(c23)CCCCC4)cc1
    3 | 0 | -5 | -1 | -2 | 1 | -20 | 7 | -4 | -1
CCOC(=O)c1c(NC(=O)COC(=O)c2ccc(O)cc2)sc(C(=O)N(C)C)c1C
    12 | -3 | 20 | -15 | -5 | -22 | -15 | 1 | 6 | -5
O=C(N/N=C/c1ccc(OCC2COCCO2)cc1)c1ccc(Br)cc1 (stereo not given)
    -1 | -3 | 6 | 2 | 2 | -18 | -3 | 0 | 3 | 7

Going on with the list.
Every second line gives: GC-A act | UHRF1 MBD2 ctr | NPR2 activator | SIAE inh | PRMT1 FP inh | HTRA1 inhibitor | ABHD4 inh | TCR-CD3 inh | rCAG RNA binder | MBD2 DNA inh
CS(=O)(=O)N1CCN(c2ccc([N+](=O)[O-])c(N3CCOCC3)c2)CC1
    -1 | -6 | 5 | -2 | 2 | 0 | 6 | -6 | 0 | -6
COc1ccc(Cl)cc1NC(=O)NC1CCCCC1
    6 | -2 | -2 | 1 | -2 | -12 | -1 | 6 | 0 | -1
Cc1ccc(-n2c(CSc3nc(C)cc(C)n3)nnc2SCC(=O)NCc2ccco2)cc1
    -4 | 14 | -4 | -3 | 2 | -1 | 5 | -1 | -6 | 0
CC1Cc2cc(-c3csc(N)n3)ccc2O1 (stereo not given)
    0 | 0 | -3 | 6 | 2 | 0 | 10 | -8 | 1 | 5
Cc1nc(CC(=O)O)c(-c2ccccc2)s1
    1 | -2 | 1 | -1 | 0 | 11 | 10 | -2 | -1 | 6
COc1ccc(C2=Nc3ccccc3NC(=O)C2N(C(=O)c2cc3ccccc3[nH]2)c2ccccc2)cc1 (stereo not given)
    -3 | -2 | -6 | -4 | -5 | / | -3 | -6 | 21 | -2
CCCCOc1ccc(C(=O)NC2CCCCN(Cc3ccc(Cl)cc3)C2=O)cc1 (stereo not given)
    6 | 0 | 7 | -11 | -1 | / | -17 | / | 2 | 1
C=CC[n+]1c(-c2ccc(C)cc2)csc1NNC(=O)Nc1ccccc1
    1 | -1 | 0 | 6 | 1 | -9 | 5 | -6 | 1 | 3
CNC(=O)C(=O)NCC1OCCN1S(=O)(=O)c1ccc(C)cc1 (stereo not given)
    3 | -1 | -1 | 2 | 0 | 2 | 0 | 0 | 1 | 2
Cc1scc(C(=O)N/N=C/c2ccsc2)c1C
    4 | -6 | -3 | 1 | 0 | -7 | 14 | 0 | 0 | 2
Nc1nnn(CC(=O)N/N=C/c2cccc3ccccc23)n1
    -2 | 2 | -4 | -6 | 2 | 7 | 7 | -3 | 1 | 0
CC(C)c1ccc(Oc2cccc(C(=O)/C(C#N)=C/N(C)C)c2)cc1
    -2 | 2 | 1 | 1 | -2 | -16 | -15 | -4 | 33 | 2
CCCCC[n+]1ccn(-c2nc3ccccc3nc2[N-]S(=O)(=O)c2ccc(C)cc2)c1
    1 | -3 | 3 | 6 | 4 | -7 | 6 | 5 | 0 | -7
COc1ccc(C2c3ccc4ccccc4c3Oc3ncn4nc(Cc5ccccc5)nc4c32)cc1OC (stereo not given)
    3 | 4 | 9 | 4 | 1 | 7 | 6 | 1 | 0 | -2
Cc1ccc(C2C3=C(NCCN=C3c3ccccc3)C(=O)N2c2ccccc2)cc1 (stereo not given)
    -44 | -2 | -10 | 10 | 0 | -1 | 2 | -2 | 6 | 0

Further results follow.
Every second line gives: GC-A act | UHRF1 MBD2 ctr | NPR2 activator | SIAE inh | PRMT1 FP inh | HTRA1 inhibitor | ABHD4 inh | TCR-CD3 inh | rCAG RNA binder | MBD2 DNA inh
Cc1ccccc1CN1CCNC(=O)C1CC(=O)NC1CCCCCCC1 (stereo not given)
    0 | -3 | -1 | 10 | 1 | 0 | -2 | 10 | -5 | 1
CC(=O)c1c(C)[nH]c(C(=O)OCc2ccccc2F)c1C
    0 | -1 | 2 | -2 | -5 | -3 | -4 | 4 | -5 | 0
COc1ccc(OC)c(S(=O)(=O)N2CCCCC2C(=O)N2CCN(c3ccccc3F)CC2)c1 (stereo not given)
    1 | -1 | -7 | 6 | 11 | / | 6 | / | 2 | 2
CC12CCC(C(=O)N(CC(O)CN3CCN(Cc4ccccc4)CC3)C1=O)C2(C)C (stereo not given)
    6 | 24* | 8 | 1 | -1 | / | 7 | 8 | -11 | 9
O=[N+]([O-])c1cccc(-c2nnc(-c3ccccc3)o2)c1
    0 | -3 | -1 | 4 | -3 | -2 | -5 | 1 | -2 | -3
Cc1ccc(C(=O)C(C)OC(=O)CCS(=O)(=O)c2ccc(C)cc2)cc1 (stereo not given)
    -1 | 0 | -3 | -10 | -1 | 0 | -1 | 4 | -3 | 2
C[C@H](CO)N1C[C@H](C)[C@@H](CN(C)C(=O)NC2CCCCC2)Oc2ccc(NC(=O)C3CCCCC3)cc2C1=O
    2 | -1 | -1 | 4 | -1 | 0 | 7 | 10 | -9 | 1
CCOC(=O)Cn1c(=O)oc2cc(S(=O)(=O)N(C)c3ccc(OC)cc3)ccc21
    1 | -2 | 6 | 4 | 1 | 11 | 1 | 13 | 1 | -6
NC(=O)CC(NC(=O)c1ccccc1)c1ccc(NCCc2cccc(F)c2)c([N+](=O)[O-])c1 (stereo not given)
    0 | -7 | 5 | -11 | -1 | -4 | -3 | 5 | 6 | -7

These rows are one share of the data; rates above refer to the full screens.
